# From PubChem BioAssay
# NCI-60 one-dose screen, 48 h, at 10 µM unless noted. Numbers give growth in % (100 = growth as untreated, 0 = no growth, -100 = all killed).
# RPMI-8226: RPMI-8226 leukemia cells. actives 7.5% (n = 77,000)
# HOP-62: HOP-62 NSCLC. AID 1794735. actives 3.9% (n = 80,000)
# CCRF-CEM: CCRF-CEM leukemia. actives 7% (n = 77,000). AID 1794778
# A549/ATCC: A549/ATCC NSCLC. actives 3.7% (n = 81,000)
# SR: SR leukemia cells; actives 8.7% (n = 73,000)
# HOP-92: HOP-92 NSCLC cells; actives 6.3% (n = 71,000); AID 1794738
# MOLT-4: MOLT-4 leukemia cells; actives 6.9% (n = 80,000)
# EKVX: EKVX NSCLC; AID 1794765; actives 3% (n = 71,000)
# * marks the source's active call; other numbers are inactive results; / = not tested or not shown; & = joins results of further samples; ! = repeats disagree; [ ] = remark or other dose. The calls were made as follows: active = growth percent below 10; inactive = the rest. The list is partial (hit frequency here may not be typical).
SMILES,RPMI-8226,HOP-62,CCRF-CEM,A549/ATCC,SR,HOP-92,MOLT-4,EKVX
N#C[Se]CCN1C(=O)C2C(C1=O)[C@H]1C=C[C@@H]2S1 (stereo partly drawn),-10*,-63*,8.3*,-19*,6.8*,-46*,4.5*,-52*
CCCCC(C)N=C=S (stereo not drawn),99,96,95,99,94,92,101,/
CN1CC2CCC(C1)C2=O,99,84,94,102,83,/,91,/
NCCc1ccc2c(c1)OCO2,100,97,103,102,97,95,110,105
CC(C)C[C@H](N)C(=O)O,106,116,/,85,/,/,105,101
O=CNC(O)C(Cl)(Cl)Cl (stereo not drawn),98,111,/,99,96,78,117,/
CC(C)(c1cc(Cl)c(O)c(Cl)c1)c1cc(Cl)c(O)c(Cl)c1,112,81,105,/,99,/,53,114
CCCCCNCC(O)c1ccc(Cl)c(Cl)c1 (stereo not drawn),90,98,94,94,98,78,96,104
O=C(NC(=O)c1c(F)cccc1F)Nc1cc(Cl)c(OC(F)(F)C(F)C(F)(F)F)cc1Cl (stereo not drawn),79,114,72,77,61,77,75,83
CC(=O)O[C@H]1C[C@@H]2OC3C=C(C)CCC3(C)[C@@]1(C)[C@@]21CO1 (stereo partly drawn),-27*,-11*!,2.3*,-21*,-17*,-15*,-30*,-16*
CC(Cl)CN(Cc1cc(O)c(CN(CC(C)Cl)CC(C)Cl)cc1O)CC(C)Cl (stereo not drawn),74,99,43,85,19,76,46,96
CC(C)=CCC/C(C)=C\COC(=O)Cc1ccccc1,111,94,96,108,90,118,95,101
O[C@@]12C[C@@H]([C@H]3CO[C@@H]1O3)n1ncnc1N2,96,106,/,103,85,/,92,95
Oc1c(Cl)c(Cl)c(Cl)c(Cl)c1Cl (tested in a mixture with another compound),87,86,93,100,95,66,91,84
COc1cc(C=C(Br)Br)cc2c1OCO2,94,105,105,105,84,104,94,95
O=C1CNC(c2cccnc2)N1O (stereo not drawn),100,98,99,102,85,90,96,/
COc1ccc(-c2nc3c(s2)CC[C@@]2(C)C3=CC[C@H]3[C@@H]4CC[C@H](O)[C@@]4(C)CC[C@@H]32)cc1,111,96,110,99,102,122,82,113
C1=C2CN3CCC45c6ccccc6N6CCC(OC1)C(C2CC34)C65 (stereo not drawn),96,93,100,102,/,83,97,87
O=C(O)C(Br)C(Br)C(=O)O (stereo not drawn),98,101,94,101,92,/,92,/
CO[C@@H]([CH2][Hg][S]C#N)[C@@H]([CH2][Hg][S]C#N)OC,95,100,43,102,67,76,101,112

# Profiles from above. Values in the order: RPMI-8226 | HOP-62 | CCRF-CEM | A549/ATCC | SR | HOP-92 | MOLT-4 | EKVX
# O=C1CNC(c2cccnc2)N1O (stereo not drawn) across the screens: 100 | 98 | 99 | 102 | 85 | 90 | 96 | /
# CC(=O)O[C@H]1C[C@@H]2OC3C=C(C)CCC3(C)[C@@]1(C)[C@@]21CO1 (stereo partly drawn) across the screens: -27* | -11*! | 2.3* | -21* | -17* | -15* | -30* | -16*
# COc1cc(C=C(Br)Br)cc2c1OCO2 across the screens: 94 | 105 | 105 | 105 | 84 | 104 | 94 | 95

# Reprinted at random: 3 records from the list, in no set order.
SMILES,RPMI-8226,HOP-62,CCRF-CEM,A549/ATCC,SR,HOP-92,MOLT-4,EKVX
NCCc1ccc2c(c1)OCO2,100,97,103,102,97,95,110,105
CO[C@@H]([CH2][Hg][S]C#N)[C@@H]([CH2][Hg][S]C#N)OC,95,100,43,102,67,76,101,112
N#C[Se]CCN1C(=O)C2C(C1=O)[C@H]1C=C[C@@H]2S1 (stereo partly drawn),-10*,-63*,8.3*,-19*,6.8*,-46*,4.5*,-52*

# Later entries
SMILES,RPMI-8226,HOP-62,CCRF-CEM,A549/ATCC,SR,HOP-92,MOLT-4,EKVX
C=CCCN=C=S,56,91,61,74,31,96,74,89
C/C(CCl)=N/NC1=NC(C)(CCC2(C)N=C(N/N=C(/C)CCl)SP2(=O)NC23CC4CC(CC(C4)C2)C3)P(=O)(NC23CC4CC(CC(C4)C2)C3)S1 (stereo not drawn),91,82,54,109,/,88,90,79
O=C(Nc1ccc([As]=[As]c2ccc(NC(=O)c3ccccc3)cc2)cc1)c1ccccc1 (stereo not drawn),14,-97*,/,-63*,0.5*,-93*,-28*,-69*
N#Cc1c(N2CCNCC2)nc2c(c1C#N)CCCC2,103,95,113,105,124,95,89,85
CN=CNc1ccc(C)cc1C,104,108,99,106,102,98,101,102
COC(=O)[C@]12CCC(C)(C)C[C@H]1[C@H]1C(=O)C[C@@H]3[C@@]4(C)C[C@@]5(CC(C)(C)[C@@H]4CC[C@@]3(C)[C@]1(C)CC2)OO[C@@](C)(C(F)(F)F)O5,90,100,95,98,/,99,94,94
CCOC(=O)N(C(C)C)[N+](=O)[O-],94,96,/,102,84,/,96,/
C/C1=C\[C@H](C)C[C@H](C)OC(=O)C[C@H](c2ccc(O)cc2)NC(=O)[C@@H](Cc2c(Br)[nH]c3ccccc23)N(C)C(=O)[C@H](C)NC(=O)[C@@H](C)C1,-57*,-40*,-21*,3.5*,-3.9*,/,2.9*,-24*
COC(=O)[C@@H](C)C[C@H](Cc1ccccc1)NC(=O)c1nc([C@@H](C[C@H](C(C)C)N(C)C(=O)[C@@H](NC(=O)[C@H]2CC(=O)CCN2C)C(C)C)OC(C)=O)sc1C(C)C,-3.4*,16,9.9*,19,11,35,15,30
CC1(C)N=C(N)N=C(N)N1c1ccc(OCCCNC(=O)Nc2cccc(S(=O)(=O)F)c2)c(Cl)c1,48,61,38,20,36,91,66,66
C/C(CC(C)(C)N1CC1)=N\O,97&111,108&119,96&79,89&100,100&109,107,96&93,101&98
CNC(=O)Oc1cc(C)c(OC(=O)NC)cc1C,102,87,95,134,94,68,92,102
O[C@H](CN1CC1)[C@@H](O)CN1CC1,88,62,33,66,17,87,33,95
CC(C)NC(C)(C)C(=O)c1ccccc1,112,97,123,97,115,97,115,100
COc1cccc(C=O)c1OC,/,99,92,105,111,/,112,102
CC[C@H](C)[C@H](NC(=O)c1ccccn1)C(=O)N(C)[C@H](C[C@@H](OC(C)=O)c1nc(C(=O)N[C@@H](Cc2ccccc2)C[C@H](C)C(=O)OC)cs1)C(C)C,20,27,7.7*,32,5.0*,92,20,30
COc1cc(/C=C/[N+](=O)[O-])c([N+](=O)[O-])cc1OC,4.4*,81,5.8*,78,13,94,7.8*,66
O=[N+]([O-])c1cc(Cl)c(O)c(Cl)c1,103&110,99&106,94&106,102&96,103&98,112&105,94&96,101&124
O=C(Cl)N1CCOCC1,113,111,106,99,102,102,103,98
O=P(O)(O)CCl,104,99,99,82,110,121,111,101
COC(=O)C1CCC(NC(=O)c2csc([C@@H](C[C@H](C(C)C)N(C)C(=O)[C@@H](NC(=O)[C@H]3CCCCN3C)C(C)C)OC(C)=O)n2)CC1 (stereo partly drawn),26,7.5*,13,16,20,32,18,41
CC(=O)O[C@@H]1C[C@H]2C(C)(C)C(=O)C=C[C@]2(C)[C@H]2CC[C@]3(C)C(=CC(=O)O[C@H]3c3ccoc3)[C@@]21C,57,98,56,81,67,69,66,83
CCCCCC1(CCBr)C(=O)NC(=O)NC1=O,97,107,102,98,95,85,104,/
C[C@]12CC[C@H]3[C@@H](C=CC4=CC(=O)CC[C@@]43C)[C@@H]1CC[C@@H]2O,84,105,/,95,89,94,95,37
COc1ccc(/C=C/C(=O)c2nc3ccccc3n2Cc2ccc(Br)cc2)cc1OC,107,100,85,109,77,98,88,101
CCCCCN(CCCl)C1c2ccccc2-c2ccccc21,72,80,99,83,64,74,86,99
S=P(NCCS)(N1CC1)N1CC1,103,99,103,103,100,95,106,107
COc1ccc(CCNC2(C#N)CCCCC2)cc1OC,96,97,91,114,98,105,92,/
CC(=O)O[C@@H]1CC[C@]2(C)[C@H]3CC[C@]4(C)C(=O)CC[C@H]4[C@@H]3C[C@@H]3SC(c4cccc(C)c4)=N[C@@]32C1,101,102,90,95,102,110,98,112
Cc1cc(Cl)ccc1OCCCC(=O)O,105,108,107,89,117,92,122,94
CC(Cl)CN(C)Cc1ccccc1 (stereo not drawn),110,95,/,90,/,/,/,98
COc1ccc2c(c1O)[C@]13CCN(C)[C@H](C2)[C@@H]1CCC(=O)C3,113,113,101,122,106,98,98,101
Nc1cccc(P(N)(N)=O)c1,110,105,104,106,95,152,94,113
O=[N+]([O-])c1ccc(OP(=O)(CCl)N(CCCl)CCCl)cc1 (stereo not drawn),104,93,/,102,88,114,90,/
COC(=O)C1=COC(C)C2CN3CCc4c([nH]c5cc(OC)ccc45)C3CC12 (stereo not drawn),102,100,104,105,103,94,102,105
c1cc(CCN2CCCC2)ccn1,79,108,101,115,/,103,93,96
C/C(=C\c1ccn(-c2ccc(N)cc2C(F)(F)F)n1)[C@@H]1C[C@@H]2O[C@]2(C)CCC[C@H](C)[C@H](O)[C@@H](C)C(=O)C(C)(C)[C@@H](O)CC(=O)O1,5.6*,24,16,9.8*,12,57,9.2*,34
CN(N=O)c1ccccc1,110,106,101,113,100,/,98,/
Cc1cc(-c2nc3cc(F)ccc3[se]2)cc(F)c1N,67,71,85,67,24,79,84,66
c1ccc2c3c([nH]c2c1)CN1CCCCC1C3 (stereo not drawn),99,97,113,102,85,88,91,100
C#COc1cccc(Nc2ncnc3cc(NC(=O)CF)ccc23)c1,62[6.25 µM],30[6.25 µM],-7.5*[6.25 µM],40[6.25 µM],21[6.25 µM],48[6.25 µM],5.5*[6.25 µM],68[6.25 µM]

# An excerpt from further up:
SMILES,RPMI-8226,HOP-62,CCRF-CEM,A549/ATCC,SR,HOP-92,MOLT-4,EKVX
CN(N=O)c1ccccc1,110,106,101,113,100,/,98,/
Cc1cc(-c2nc3cc(F)ccc3[se]2)cc(F)c1N,67,71,85,67,24,79,84,66
c1ccc2c3c([nH]c2c1)CN1CCCCC1C3 (stereo not drawn),99,97,113,102,85,88,91,100
C#COc1cccc(Nc2ncnc3cc(NC(=O)CF)ccc23)c1,62[6.25 µM],30[6.25 µM],-7.5*[6.25 µM],40[6.25 µM],21[6.25 µM],48[6.25 µM],5.5*[6.25 µM],68[6.25 µM]
